Bioassay records deposited in PubChem BioAssay by National Center for Advancing Translational Sciences (NCATS).
EPAC2 antag: qHTS for Antagonist of cAMP-regulated guanine nucleotide exchange factor 2 (EPAC2): primary screen | Rap guanine nucleotide exchange factor 4 (Homo sapiens), Q8WZA2 | EPAC2 GEF exchange of Rap1B-BODIPY-GDP, fluorescence | Potency, µM (doses to about 114 µM), for the others: at the highest dose activity, negative = inhibition, hits mostly inhibitors | 360,000 compounds, 0.18% hits | AID 720708, 2013; note: potency is the fitted concentration of half-maximal effect; % is set by controls: 0 for no effect and ±100 for the full control effect; nearly all actives have a fitted effect of over 45% in size; many of its hits are not listed in these tables
Target sequence (Q8WZA2 whole entry, looked up): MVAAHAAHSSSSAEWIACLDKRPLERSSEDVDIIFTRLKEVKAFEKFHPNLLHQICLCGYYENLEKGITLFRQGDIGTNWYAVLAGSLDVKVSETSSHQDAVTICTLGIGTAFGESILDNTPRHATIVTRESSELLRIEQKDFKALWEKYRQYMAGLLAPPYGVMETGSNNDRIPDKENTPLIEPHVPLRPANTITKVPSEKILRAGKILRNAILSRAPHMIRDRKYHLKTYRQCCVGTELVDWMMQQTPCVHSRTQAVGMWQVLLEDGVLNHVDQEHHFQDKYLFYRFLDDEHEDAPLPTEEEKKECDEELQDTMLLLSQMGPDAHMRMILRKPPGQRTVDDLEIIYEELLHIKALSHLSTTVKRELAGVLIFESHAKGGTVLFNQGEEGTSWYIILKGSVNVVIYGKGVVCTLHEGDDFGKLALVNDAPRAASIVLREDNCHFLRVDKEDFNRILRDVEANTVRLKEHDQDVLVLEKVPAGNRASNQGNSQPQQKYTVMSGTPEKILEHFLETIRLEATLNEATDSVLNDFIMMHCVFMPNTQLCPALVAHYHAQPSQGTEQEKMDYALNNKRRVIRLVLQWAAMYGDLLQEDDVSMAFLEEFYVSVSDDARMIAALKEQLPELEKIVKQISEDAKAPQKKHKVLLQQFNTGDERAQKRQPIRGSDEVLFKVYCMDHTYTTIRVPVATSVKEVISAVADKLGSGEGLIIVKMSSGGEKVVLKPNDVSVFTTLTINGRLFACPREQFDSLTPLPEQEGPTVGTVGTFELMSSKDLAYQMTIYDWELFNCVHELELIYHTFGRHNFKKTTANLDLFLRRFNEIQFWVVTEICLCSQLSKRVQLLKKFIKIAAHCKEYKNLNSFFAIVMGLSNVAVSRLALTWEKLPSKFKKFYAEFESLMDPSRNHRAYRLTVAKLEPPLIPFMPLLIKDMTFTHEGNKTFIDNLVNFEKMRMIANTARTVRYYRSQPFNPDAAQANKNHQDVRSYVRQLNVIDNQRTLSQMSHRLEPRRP
A549 tox: Nrf2 qHTS screen for inhibitors: counterscreen for cytotoxicity; AID 504648, 2011; 390,000 compounds, 0.16% hits; A549 ARE-Fluc cells, CellTiter-Fluor viability, 18-24 h; Potency, µM (highest dose often 46 µM), for the others: at the highest dose activity change, negative = cytotoxicity, actives largely listed as inhibitors; note: potency is the fitted concentration of half-maximal effect; % is set by controls: 0 for no effect and ±100 for the full control effect
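Cytotoxicity counterscreen: CellTiter-Fluor fluorescence was measured in A549 ARE_Fluc cells after 18-24 h of compound exposure in a concentration series. The subsequent BugLite luminescent read reports ARE-luciferase activity.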
MmCpn inh: Inhibitors of TCP-1 ring complex (TRiC) of Methanococcus maripaludis (MmCpn): qHTS; Chaperonin Mm-Cpn (Methanococcus maripaludis); purified Mm-Cpn ATPase, ADP Transcreener TR-FRET; Potency, µM (series often up to 76.9 µM), without a hit: at the highest dose activity, negative = inhibition, usual class: inhibitors; 330,000 compounds, 0.031% hits; AID 504842, 2011; note: potency is the fitted concentration of half-maximal effect; % is set by controls: 0 for no effect and ±100 for the full control effect; nearly all actives have a fitted effect of over 80% in size
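ATPase turnover read by TR-FRET ADP competition (Eu cryptate antibody/ADP-d2, 665/590 nm): 10uM ATP final, 25nM Mm-CPN final, 30 min 37degC after 10-min compound preincubation, pH 7.4 Tris/KCl/MgCl2/DTT buffer.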
TGFb SMAD3 inh: qHTS for Inhibitors of TGF-b; HepG2 CAGA-GFP TGF-b/SMAD3 reporter, GFP fluorescence, 18 h; TGF-beta stimulated, 500 pg/mL final; Potency, µM (doses to about 46.1 µM), for the others: top-dose activity, negative = inhibition, most hits filed as inhibitors; 410,000 compounds, 1.2% hits; AID 588855, 2011; note: potency is the fitted concentration of half-maximal effect; % is set by controls: 0 for no effect and ±100 for the full control effect; nearly all actives have a fitted effect of over 65% in size
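GFP signal (ex488/em500-530) from TGF-beta-stimulated HEPG2 CAGA-GFP cells, 500 pg/mL final, 18 h at 37 degrees C in DMEM plus 1% FBS, normalized to unstimulated and DMSO-stimulated controls.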
EPAC2 ag: qHTS for Agonist of cAMP-regulated guanine nucleotide exchange factor 4 (EPAC2): primary screen; EPAC2 activation, biochemical qHTS; response scale: 100% = 6.5 mM cAMP response; Potency, µM (titrated, usually from 154 µM), for inactives: at the highest dose activation, hits mostly activators; 360,000 compounds, 0.079% hits; AID 720711, 2013; note: potency is the fitted concentration of half-maximal effect; nearly all actives have a fitted effect of over 50% in size
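Compounds were added across a concentration range to EPAC2 (100 nM), RAP1B-BODIPY-GDP (250 nM) and GDP (50 uM). After 5 min at room temperature, fluorescence was recorded at 5-min intervals for 30 min.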
CCT chaperon mod: High-Throughput Screening for Modulators of Cytosolic Chaperonin Activity; purified chaperonin ATPase assay, HTRF ADP detection, 30 min; activity change, % (test concentration not listed), hits read low; 360,000 compounds, 0.3% hits; AID 651819, 2012; in the data active = activity change below about -30%; note: % is set by controls: 0 for no effect and ±100 for the full control effect
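We incubate TRiC, 40 or 20 nM final, with library compounds at 76 uM and 10 uM ATP for 30 min at 37 °C. ADP formed is detected with Transcreener HTRF reagents after 30 min at room temperature.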
Nrf2 block: Nrf2 qHTS screen for inhibitors; A549 ARE-Fluc reporter, luciferase luminescence, 18-24 h; Potency, µM (doses to about 46 µM), without a hit: at the top dose activity change, negative = inhibition, hits mostly inhibitors; 360,000 compounds, 2.1% hits; AID 504444, 2011; note: potency is the fitted concentration of half-maximal effect; % is set by controls: 0 for no effect and ±100 for the full control effect; nearly all actives have a fitted effect of over 60% in size
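In this cell-based qHTS, ARE-driven firefly luciferase in A549 cells reports Nrf2 activity; the luminescent signal after BugLite lysis is the measured value, with a prior CellTiter-Fluor read for cell health.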
Nrf2 activator: qHTS of Nrf2 Activators | Potency, µM (doses to about 46.1 µM), for inactives: top-dose activation, hits mostly activators | AREc32 ARE-luciferase reporter (MCF7-derived line), luminescence, 24 h | 410,000 compounds, 0.31% hits; note: potency is the fitted concentration of half-maximal effect; % of control where 0% means no effect; nearly all actives have a fitted effect of over 65% in size
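ARE activation measured as luciferase luminescence (Steady-Glo, 30 min RT) in AREc32_Fluc cells after 24 hr compound exposure at 37 deg C, 5% CO2; cells seeded overnight at 1000/well in OPTI-MEM, 5% FBS.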
Akt phos inh: HTS Assay for Inhibitors of Akt Phophorylation: Primary Screen; Neuro2A IGF-stimulated pAkt S473 HTRF, 20 min; active compounds read low; activity change, % for hits at 50 µM; 360,000 compounds, 0.32% hits; AID 651550, 2012; in the data active = activity change below about -80%; inconclusive = mostly about -51% to -80%; note: % is set by controls: 0 for no effect and ±100 for the full control effect
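Neuro2A cells in DMEM with 0.5% FBS, overnight at 37 deg C, given compound at single 50 µM final, then IGF (6 nM final) for 20 min at 37 deg C. Lysed; phospho-Akt Ser473 by HTRF after 24 h, 665/615 ratio.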
* = called active by the depositor; i = inactive; ? = inconclusive; nt = no result given; [ ] = another dose, or the depositor's remark. Unless noted, calls come from the whole dose curve; as a rule, active = well fitted curve in the direction sought with a large enough effect; inconclusive = small, poorly fitted or top-dose-only effect, or another doubt; inactive = no such curve, though single readings can be large; an effect the other way counts as inactive or inconclusive. The list is partial. The share of hits here may be higher or lower than overall.

SMILES | EPAC2 antag | A549 tox | MmCpn inh | TGFb SMAD3 inh | EPAC2 ag | CCT chaperon mod | Nrf2 block | Nrf2 activator | Akt phos inh
CCn1c(C)cc2c(c1=O)C(c1ccc3c(c1)OCO3)C(C#N)=C(N)O2 (stereo not drawn) | 3% | -6%[1.84 µM] | -4% | 1% | -2% | -0.9 | 9% | 0.0% | i
Cc1nc2ccccn2c1C(=O)N=Nc1c(O)n(CCC(C)C)c2ccccc12 | -1% | 4% | -1% | 1% | 11% | -2.2 | 3% | -0.5% | i
CN(C)C(=S)Nc1ccc(N2CCOCC2)cc1 | 0% | -2% | 1% | -10% | 0% | 0.3 | 7% | -1.0% | i
Clc1ccc(Cn2ncc3c(N4CCN(c5ccccc5)CC4)ncnc32)cc1 | -28% | nt | nt | ? | 7% | -3.3 | nt | -0.7% | i
CCn1c(SCC(=O)Nc2sc3c(c2C#N)CCC(C(C)(C)C)C3)nnc1-c1ccco1 (stereo not drawn) | 1% | -2% | 0% | -10% | -26% | -2.4 | 3% | -0.6% | i
COCc1cc(C)nc(OCC(=O)N/N=C/c2ccc(C)o2)c1C#N | 2% | -3% | 0% | -12% | 6% | -28 | 12% | 0.2% | i
Cc1ccccc1CC1(CO)CCCN(Cc2ccc(C#CC(C)(C)O)cc2)C1 (stereo not drawn) | 5% | 0% | 2% | -21% | 3% | 0.8 | 17% | -0.1% | i
CCCCOC(=O)Cn1cnc2ccc(Br)cc2c1=O | -1% | nt | -1% | 4% | 2% | -1.7 | 30% | 0.8% | i
COc1ccc(-c2nn(-c3ccccc3)cc2/C=C(/C#N)C(N)=O)cc1[N+](=O)[O-] | 2% | 0% | 0% | -19% | 2% | -2.2 | 0% | 2.3% | i
O=C(O)c1ccccc1N/N=C\c1ccnc2ccccc12 | -4% | -24% | -2% | 6% | -5% | 1.7 | nt | -2.3% | i
Cc1cc(C(=O)Nc2ccccc2C)n(-c2ccccc2)n1 | 7% | 1% | 0% | 5% | 12% | -1.1 | 3% | -0.4% | i
COc1ccc(OC)c(CN2CCN(C(=O)c3cc(S(=O)(=O)N4CCOCC4)ccc3C)CC2)c1 | 1% | 0% | nt | 3% | 1% | -0.5 | -16% | -0.5% | i
CCN(Cc1cccs1)C(=O)CN1C(=O)NC(c2ccccc2)(c2ccccc2)C1=O | -8% | 12% | 3% | -1% | 21% | -2.0 | 1% | -0.6% | i
Cc1ccc(O)c(NS(=O)(=O)c2cccc3nsnc23)c1 | -10% | 15% | 2% | -4% | 2% | -0.3 | ? | 4.8% | i
CCN1CCN(Cc2c(O)ccc3c(=O)c(-c4ccccc4OC)coc23)CC1 | 0% | 13% | -2% | 2% | 6% | -1.8 | 8% | 3.8% | i
CC1(C)C[C@H]2C3=CCC4[C@@]5(C)CC[C@H](O)[C@](C)(CO)C5CC[C@@]4(C)[C@]3(C)C[C@H]3O[C@@H]1[C@H](O)[C@]32CO (stereo partly drawn) | -5% | 1% | 1% | 3% | 2% | -1.0 | 3% | -0.9% | i
CC1=C(C(=O)N2CCOCC2)CC(CC(=O)NCc2cccc3ccccc23)C(=O)N1CCCN1CCCC1=O (stereo not drawn) | 1% | nt | nt | -2% | 3% | 0.2 | nt | -0.1% | i
CCn1cc(C2CC(=O)NC2=O)c2ccccc21 (stereo not drawn) | -6% | 8% | 2% | -7% | 8% | -2.3 | -3% | -0.3% | i
OC1(c2ccccc2)CCN(Cc2ccccc2)CC1 | -3% | 0% | -9% | 14% | 10% | -1.3 | 22% | 0.0% | i
CCOc1ccc(-n2c(=S)sc3c(=O)n(-c4ccccc4)c(SCC(=O)O)nc32)cc1 | -17% | 2% | -2% | -14% | 6% | -2.5 | 7% | -0.3% | i
Cc1nn(-c2ccccc2)c2c1C(c1ccco1)C(C#N)=C(N)O2 (stereo not drawn) | 1% | -1% | 1% | 5% | -5% | -1.3 | 4% | ? | i
Cc1ccccc1OCCC(=O)Nc1ccc(S(=O)(=O)N2CCCC2)cc1 | -2% | nt | nt | -9% | 12% | 1.6 | nt | 4.4% | i
O=C1CSC(c2cccs2)N1c1ccccc1 (stereo not drawn) | -4% | 1% | 0% | 16% | 10% | 0.2 | -5% | -0.2% | i
CCOCCCNc1nc(=S)[nH]c2cc(OC)c(OC)cc12 | -6% | 16% | -15% | ? | 2% | -2.5 | 12% | -0.8% | i
CC(=O)c1cccc(NC(=O)Cn2nc(-c3ccccc3Cl)ccc2=O)c1 | -13% | -3% | -1% | 31% | -8% | 1.3 | -18% | 1.1% | i
Cc1ccc(S(=O)(=O)NC(CC(=O)O)c2ccccc2)c(C)c1 (stereo not drawn) | 1% | -5% | -1% | -1% | 9% | -5.7 | 11% | 0.2% | i
COc1ccc(C2N3CC4(C)CN2CC(C)(C3)C4)cc1OC (stereo not drawn) | 6% | -3% | -8%[15.4 µM] | -1% | 4% | -1.3 | 14% | -0.6% | i
Cc1cccc2cc3c(N)c(C#N)sc3nc12 | -2% | -6% | -5% | 8% | -2% | 0.4 | -24% | -0.5% | i
COc1ccc(CNc2nc(-c3cccnc3)nn2C(=O)c2cccs2)cc1 | -6% | 2% | 0% | 5% | 17% | -0.6 | 0% | -0.5% | i
CCCc1ccc(C(=O)/C=C/N(C)C)cc1 | -4% | 0% | 0% | -19% | -4% | -5.2 | ? | 0.3% | i
CSc1nc(N2CCCC2)c2c(c1C#N)CC(C)(C)OC2 | 5% | -2% | -1% | 7% | 3% | 1.5 | -13% | -0.8% | i
CC1SC(=Nc2ccccc2)N(S(=O)(=O)c2ccccc2)C1=O (stereo not drawn) | 7% | -1% | 1% | 3% | 4% | -1.9 | 3% | 0.0% | i
CC(=O)N1CCN(c2ccccc2NC(=O)c2ccc(Br)o2)CC1 | 13% | -10% | 1% | 7% | -7% | -2.1 | -10% | -0.5% | i
C/C(=N/NC(=O)Cc1ccccc1)c1ccc(C)s1 | 1% | 0% | -3% | 14% | 1% | 0.0 | ? | 1.9% | i
O=c1[nH]c(SCc2ccccc2[N+](=O)[O-])nc2nc[nH]c12 | 4% | -5% | 4% | 6% | 7% | -2.9 | -18% | -0.5% | i
O=C(c1cn(-c2ccccc2)nc1-c1cccs1)N(CCO)Cc1ccccc1 | -13% | -11% | -3% | -18% | 6% | -2.5 | -20% | 0.4% | i
COC(=O)C1(C(F)(F)F)C2C=CC(C2)N1S(=O)(=O)c1ccc(C)cc1 (stereo not drawn) | 0% | -16% | 3% | 12% | 2% | -1.1 | -18% | 0.2% | i
CCc1nc(CNC(=O)C2CCC(=O)N(CCc3ccc(OC)cc3)C2)cs1 (stereo not drawn) | 3% | 0% | 2% | 4% | -5% | -27 | 5% | 1.2% | i
O=C1CC(c2ccc3c(c2)OCO3)Sc2nc3ccccc3n21 (stereo not drawn) | -10% | -16% | 3% | -4% | 24% | -4.2 | ? | 0.4% | i
CCOC(=O)C1CCN(S(=O)(=O)c2ccc(C)cc2)CC1 | 1% | -5% | 0% | -29% | 10% | -2.3 | 11% | 0.3% | i
COc1ccc(NC(=O)CN(C)C(=O)c2cn(-c3ccccc3)nc2-c2ccc(F)cc2)cc1 | -12% | -18% | -3% | ? | 1% | 0.3 | ? | 3.4% | i
Cc1c(NC(=O)COC(=O)c2ccccc2Cl)c(=O)n(-c2ccccc2)n1C | 10% | 2% | -1% | 11% | 1% | 3.5 | 0% | -0.6% | i

One compound at a time (already shown):
Clc1ccc(Cn2ncc3c(N4CCN(c5ccccc5)CC4)ncnc32)cc1 in the list: EPAC2 antag = -28%; A549 tox = nt; MmCpn inh = nt; TGFb SMAD3 inh = ?; EPAC2 ag = 7%; CCT chaperon mod = -3.3; Nrf2 block = nt; Nrf2 activator = -0.7%; Akt phos inh = i
Cc1ccc(S(=O)(=O)NC(CC(=O)O)c2ccccc2)c(C)c1 (stereo not drawn) in the list: EPAC2 antag = 1%; A549 tox = -5%; MmCpn inh = -1%; TGFb SMAD3 inh = -1%; EPAC2 ag = 9%; CCT chaperon mod = -5.7; Nrf2 block = 11%; Nrf2 activator = 0.2%; Akt phos inh = i

Entries from the list above that have a halogen (7):
SMILES | EPAC2 antag | A549 tox | MmCpn inh | TGFb SMAD3 inh | EPAC2 ag | CCT chaperon mod | Nrf2 block | Nrf2 activator | Akt phos inh
Clc1ccc(Cn2ncc3c(N4CCN(c5ccccc5)CC4)ncnc32)cc1 | -28% | nt | nt | ? | 7% | -3.3 | nt | -0.7% | i
CCCCOC(=O)Cn1cnc2ccc(Br)cc2c1=O | -1% | nt | -1% | 4% | 2% | -1.7 | 30% | 0.8% | i
CC(=O)c1cccc(NC(=O)Cn2nc(-c3ccccc3Cl)ccc2=O)c1 | -13% | -3% | -1% | 31% | -8% | 1.3 | -18% | 1.1% | i
CC(=O)N1CCN(c2ccccc2NC(=O)c2ccc(Br)o2)CC1 | 13% | -10% | 1% | 7% | -7% | -2.1 | -10% | -0.5% | i
COC(=O)C1(C(F)(F)F)C2C=CC(C2)N1S(=O)(=O)c1ccc(C)cc1 (stereo not drawn) | 0% | -16% | 3% | 12% | 2% | -1.1 | -18% | 0.2% | i
COc1ccc(NC(=O)CN(C)C(=O)c2cn(-c3ccccc3)nc2-c2ccc(F)cc2)cc1 | -12% | -18% | -3% | ? | 1% | 0.3 | ? | 3.4% | i
Cc1c(NC(=O)COC(=O)c2ccccc2Cl)c(=O)n(-c2ccccc2)n1C | 10% | 2% | -1% | 11% | 1% | 3.5 | 0% | -0.6% | i
